Screens as filed in PubChem BioAssay.
CHRM1 antagonist: human CHRM1 antagonism; P11229; CHO-K1 hM1, Fluo-8 calcium fluorescence, ACh EC80 antagonist; inhibition, % at 3 µM; 360,000 compounds, 1.3% hits; AID 588852;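 active = percent inhibition above its own plate's cutoff, namely the mean of that plate's compound wells plus 3 SD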;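 also: peak over basal fluorescence ratio during 140 s after agonist addition; 0% = ACh EC80 plus DMSO and 100% = DMSO alone without agonist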
CHRM5 agonist: agonists of human muscarinic M5 receptor (CHRM5) | 360,000 compounds, 0.19% hits | activation, % at 3 µM | CHO-K1 hM5 cells, Fluo-8 calcium fluorescence; 0% DMSO wells, 100% maximal acetylcholine response | AID 624037 | P08912;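 active = activation above the run's mean over test compounds plus 3 SD, cut at about 23% in these data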;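 also: signal is peak over basal fluorescence ratio across the kinetic read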
Target sequence (P08912 whole entry, looked up): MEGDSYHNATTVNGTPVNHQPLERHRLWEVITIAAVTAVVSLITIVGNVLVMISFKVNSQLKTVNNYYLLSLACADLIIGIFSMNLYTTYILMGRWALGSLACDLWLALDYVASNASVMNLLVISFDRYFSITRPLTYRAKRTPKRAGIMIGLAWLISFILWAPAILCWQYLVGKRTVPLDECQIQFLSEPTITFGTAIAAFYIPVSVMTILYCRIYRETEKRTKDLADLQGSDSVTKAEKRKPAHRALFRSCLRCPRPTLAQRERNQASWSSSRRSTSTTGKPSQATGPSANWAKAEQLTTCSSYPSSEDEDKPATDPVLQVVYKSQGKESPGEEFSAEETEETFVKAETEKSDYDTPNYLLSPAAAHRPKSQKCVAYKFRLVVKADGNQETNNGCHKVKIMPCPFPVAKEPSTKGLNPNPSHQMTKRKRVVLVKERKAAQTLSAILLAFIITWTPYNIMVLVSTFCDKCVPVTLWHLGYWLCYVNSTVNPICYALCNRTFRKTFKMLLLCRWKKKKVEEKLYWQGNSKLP
CHRM4 agonist: CHRM4 agonism in calcium assay. activation, % at 3 µM. P08173. CHO-K1 hM4/Gqi5, Fluo-8 calcium fluorescence; vehicle 0%, full acetylcholine response 100%. AID 624127. 360,000 compounds, 0.14% hits;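 active = activation above the run mean over all test wells plus 3 SD, cut at about 32% in these data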;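 also: peak over basal fluorescence ratio per well then scaled between controls; 0% = DMSO wells and 100% = acetylcholine at EC100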
CHRM1 agonist: agonists of human M1 muscarinic receptor; activation, % at 3 µM; CHO-K1 hM1, Fluo-8 calcium fluorescence, agonist mode; 0% DMSO, 100% acetylcholine EC100; 360,000 compounds, 0.33% hits; P11229; AID 588814;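 active = activation above the run's mean compound activation plus 3 SD, cut at about 16% in these data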;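 also: peak over basal fluorescence ratio within a 140 s kinetic read after compound addition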
M5 PAM: potentiates acetylcholine response at human M5 receptor. P08912. CHO-K1 hM5, Fluo-8 calcium, ACh EC20 PAM; 0% = ACh EC20, 100% = ACh EC100. activation, % at 3 µM. 360,000 compounds, 0.3% hits. AID 624038;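 active = activation above the run cutoff, the mean activation of all test compounds plus 3 SD, cut at about 18% in these data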
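Assay system – human M5 receptor in CHO-K1 cells · Read-out – % activation, ACh-normalized · Technique – Fluo-8 calcium fluorescence · Dosing – single-point, 3 µM nominal · Incubation – Fluo-8 loading 80 min at 37 °C plus 30 min room temperature · Repeats – singlicate, one well per test compound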
M1 PAM: positive allosteric modulators of human M1 muscarinic receptor | P11229 | CHO-K1 hM1, Fluo-8 calcium fluorescence, ACh EC20; 0% = ACh EC20, 100% = maximal ACh | activation, % at 3 µM | 360,000 compounds, 0.088% hits | AID 588819; in the data active = activation above about 19%, passing the limit was not always enough
M5 antag: blocks acetylcholine activation of human M5 receptor. AID 624040. inhibition, % at 3 µM. CHO-hM5 cells, Fluo-8 calcium fluorescence, ACh EC80. 360,000 compounds, 0.59% hits;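 active = inhibition above a per-plate cutoff, the mean of that plate's test compounds plus 3 SD, cut at about 27% in these data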;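 also: 0% = acetylcholine EC80 with DMSO and 100% = DMSO without agonist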
M4 antag: blocks acetylcholine activation of human M4 receptor; 360,000 compounds, 0.73% hits; CHO-hM4 cells, ACh EC80, Fluo-8 calcium fluorescence; inhibition, % at 3 µM;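 active = inhibition above its plate's cutoff, the mean inhibition of sample wells plus 3 SD, cut at about 27% in these data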;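 also: 0% = acetylcholine EC80 with DMSO and 100% = DMSO without agonist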
TAAR1 ag: agonists of human TAAR1 | 360,000 compounds, 0.99% hits | AID 624467 | CHO RD-HGA16 TAAR1, Fluo-8 calcium fluorescence; vehicle wells 0%, saturating PEA agonist 100% | Q96RJ0 | activation, % at 3 µM;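 active = activation above the mean activation of all test compounds in the run plus 3 SD, cut at about 38% in these data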
Target sequence (Q96RJ0 whole entry, looked up): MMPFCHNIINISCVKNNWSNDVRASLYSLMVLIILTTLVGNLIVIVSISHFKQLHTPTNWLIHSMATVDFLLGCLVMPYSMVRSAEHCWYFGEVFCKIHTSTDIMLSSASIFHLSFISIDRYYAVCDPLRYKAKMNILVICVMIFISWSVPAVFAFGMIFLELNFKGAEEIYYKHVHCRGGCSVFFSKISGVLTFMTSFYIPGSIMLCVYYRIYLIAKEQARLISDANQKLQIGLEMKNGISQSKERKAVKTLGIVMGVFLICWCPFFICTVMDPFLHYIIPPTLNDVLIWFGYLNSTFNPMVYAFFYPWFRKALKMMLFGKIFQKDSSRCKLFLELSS
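Test system: RD-HGA16 (CHO) cells co-expressing Gα16 and hTAAR1; dosing: one-point dosing at 3 µM (nominal); timing: 17-24 h seeding, 75 min 37 °C dye, 30 min RT; signal: kinetic Fluo-8 calcium fluorescence; read-out basis: % activation relative to PEA EC100 response; controls: DMSO and PEA EC100; replicates: n 1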
* hit, by the source's call; / = no result given.

SMILES | CHRM1 antagonist | CHRM5 agonist | CHRM4 agonist | CHRM1 agonist | M5 PAM | M1 PAM | M5 antag | M4 antag | TAAR1 ag
NC(N)=N/N=C/c1ccccc1Cl | -5 | -1 | 1 | -1 | -4 | 5 | 7 | -1 | 34
COCCCNC(=O)Cn1nnc(-c2ccccc2NC(=O)c2ccccc2F)n1 | 0 | 6 | 6 | -1 | -2 | 3 | 0 | -2 | 4
CC1(C(=O)NS(=O)(=O)c2ccc(C#N)cc2)CCN1C(=O)Cc1ccsc1 (centres undefined) | 1 | 1 | 0 | -1 | 1 | -4 | -2 | 8 | 1
O=C(NNC(=S)Nc1ccc(Cl)cc1Cl)C1CC1 | -2 | 2 | 1 | -4 | 11 | -2 | -2 | -1 | 2
CN(CC(=O)Nc1cccc(F)c1)CC(=O)Nc1cc(S(=O)(=O)N2CCOCC2)ccc1Cl | -3 | 6 | 18 | 1 | -16 | -3 | 17 | 4 | 7
COc1ccc(CNc2cccnc2Cl)cc1 | / | 0 | 1 | / | -7 | / | 8 | -8 | -1
Cc1nc2c(C(=O)NCc3ccccc3)c[nH]n2c(=O)c1Cl | -4 | -3 | -2 | -5 | 3 | 8 | 1 | 3 | 8
Cn1c(N2CCCC2)nc2c1c(=O)n(Cc1ccc(F)cc1)c(=O)n2C | 14 | 0 | 0 | -4 | 2 | -2 | -6 | 2 | 1
COc1ccc(CCNC(=O)C2CC(O)CN2S(=O)(=O)c2ccc(Cl)cc2)cc1OC (centres undefined) | 8 | 1 | 1 | 11 | 5 | 18 | 9 | -4 | 5
Cc1nnc(SCC(=O)NC(C)(C)C)n1C1CCCCC1 | 6 | 0 | 1 | -4 | -2 | -1 | -3 | -12 | 0
Cc1cccc(-n2c(-c3ccc(Br)o3)n[nH]c2=S)c1 | -11 | -2 | -1 | -1 | -11 | 8 | 20 | 7 | 8
Cc1ccccc1OCC(=O)OCn1nnc2ccccc2c1=O | -9 | 0 | 1 | -1 | 1 | 10 | -3 | -3 | 1
CC(=O)Nc1ccc2nc(NC(=O)c3ccco3)sc2c1 | -18 | 0 | 1 | 0 | 6 | 18 | 4 | 4 | 2
COc1ccccc1CCNC(=O)CCn1c(=O)oc2ccccc21 | -14 | 1 | 0 | -2 | -3 | 11 | -1 | -8 | 0
CCOc1ccc2nc(COC(=O)c3cccs3)c(C(=O)c3ccccc3)[n+]([O-])c2c1 | -3 | 0 | 1 | -3 | 4 | 0 | -3 | -3 | 13
O=C(Nc1ccc(Cl)c([N+](=O)[O-])c1)c1ccco1 | 3 | 0 | 2 | -2 | 2 | 2 | 5 | -3 | 3
CC1CN(C(=O)CNC(=O)Cc2cccc3ccccc23)CC(C)O1 (centres undefined) | -5 | 1 | 0 | -3 | 0 | 7 | 7 | -5 | 1
CC1CCCCN1Cc1nc2ccccc2c(=O)[nH]1 (centres undefined) | -15 | -3 | 1 | -2 | -1 | 12 | -4 | 10 | 7
Cc1cc(C(=O)OCCN2C(=O)c3ccccc3C2=O)c2ccccc2n1 | 15 | 3 | 10 | -1 | -11 | -12 | 9 | 5 | 8
Cc1ccc(SC(=O)c2c([N+](=O)[O-])c(C)nn2C)cc1 | 62* | -19 | -1 | -9 | -30 | -27 | 17 | 57* | -1
CCOc1ccc(CC(=O)NC2CCN(Cc3ccccc3)CC2)cc1 | -4 | 1 | 1 | -9 | -2 | 0 | 3 | 11 | 3
CCN(Cc1nc2cc(Cl)ccc2c(=O)[nH]1)C(=O)COc1ccccc1Cc1ccccc1 | -5 | 3 | 0 | -1 | -5 | 6 | 2 | -4 | -1
CCOC(=O)c1c(NC(=O)CN2CCOCC2)sc2c1CC(C)(C)OC2 | -2 | 1 | -1 | -1 | 3 | 4 | -3 | 7 | -2
O=C(Nc1ccc([N+](=O)[O-])cc1)OC1CCS(=O)(=O)C1 (centres undefined) | / | 1 | 2 | / | -6 | / | 2 | -7 | 1
Cc1c(OCC(=O)NCCN2CCOCC2)ccc2c3c(c(=O)oc12)CCC3 | -13 | -2 | 1 | -1 | -1 | 11 | 13 | 8 | 2
CC(C)n1c(SCC(=O)Nc2ccccc2N2CCCCC2)nc2c1c(=O)n(C)c(=O)n2C | 0 | 2 | 1 | -4 | 5 | 0 | 2 | 7 | 4
COc1ccc(-n2c(C)cc(C(=O)CSc3nnc(-c4ccoc4C)n3C)c2C)cc1 | -5 | 0 | 2 | -4 | 1 | 6 | -1 | 16 | -1
COc1cccc(C(C(=O)NC2CCCC2)N(C(=O)c2ccco2)c2ccccc2)c1OC (centres undefined) | -5 | -2 | 0 | -1 | 9 | 15 | -5 | 7 | -2
O=C1C[C@@H]2c3c(cccc3CN1Cc1ccccc1Cl)C[C@@H](O)[C@H]2O | -3 | 2 | 7 | 0 | 14 | 4 | 3 | 0 | 3
CCCn1c(SCC(=O)NNC(=O)c2ccc(C)cc2)nnc1C(C)C | -7 | -3 | 0 | -5 | -1 | 4 | 11 | -1 | 5
CCOC(=O)N1CCN(C(=O)c2ccc3nc(-c4ccccc4)c(-c4ccccc4)nc3c2)CC1 | -11 | -2 | 0 | -4 | -1 | 3 | 5 | 10 | 3
O=S(=O)(N/N=C1/CC(c2ccccc2)Oc2ccccc21)c1ccccc1 (centres undefined) | -12 | 0 | 1 | -2 | -5 | 8 | 7 | 2 | 1
Cn1c(=O)c2c(-c3ccccc3)n(C3CCCCC3)cc2n(C)c1=O | -6 | 1 | 4 | -1 | 3 | 7 | -2 | -8 | 2
O=C(c1cn[nH]c1)c1cc(F)ccc1O | -4 | 1 | 1 | -3 | 11 | 5 | -10 | -9 | -2
O=C(NCCc1ccccc1)[C@@H]1CC=C[C@@H]2CCN(Cc3ccccc3)C(=O)[C@@H]21 | 8 | -1 | 0 | -4 | 1 | -4 | 15 | 0 | 5
Cc1ccc(S(=O)(=O)N2CCC(C(=O)N3CCN(c4ccccn4)CC3)CC2)cc1C | 1 | -1 | 8 | -6 | -8 | -5 | 8 | -12 | 2
Cc1cc(C(=O)Nc2c(C)n(C)n(-c3ccccc3)c2=O)cs1 | 2 | -1 | 1 | -10 | -11 | -2 | 2 | 8 | 3
COc1ccc(/C=C/c2ccncc2)c2ccccc12 | -10 | -4 | -2 | -6 | 1 | 5 | -6 | -23 | /
CCOC(=O)CSc1n[nH]c(-c2cccnc2)n1 | -15 | -3 | 1 | 0 | 4 | 15 | -1 | 0 | 4
COc1cccc(/C=N/NC(=O)CNC(=O)c2cccs2)c1O | -22 | -4 | 1 | -3 | -2 | 11 | 7 | -2 | 0
O=C(OCC(=O)N1CCCC1)c1cc([N+](=O)[O-])ccc1Cl | -6 | -5 | 1 | -4 | -1 | 7 | 4 | -19 | 2
CCS(=O)(=O)c1ccc2c(c1)NC(=O)C(CCO)O2 (centres undefined) | 3 | 0 | 1 | 2 | 1 | 4 | 7 | 3 | 0
O=C(COC(=O)c1cc[n+]([O-])cc1)Nc1ccccc1Cl | 1 | 0 | 0 | -1 | 8 | 8 | -3 | 22 | 14
Cc1ccccc1OCC(=O)Nc1cnn(CCCC(=O)O)c1 | -4 | -3 | 0 | -3 | 0 | 5 | 8 | -1 | 3
CC(Cc1ccccc1)C(=O)Nc1ccccc1 (centres undefined) | 4 | 3 | 1 | -7 | 5 | 2 | 5 | -2 | 8
CC/C(C)=N/Oc1nc(C)cc(C)n1 | 14 | 5 | 21 | -1 | -10 | 1 | 17 | 9 | 1
C[C@@H]1CN([C@@H](C)CO)C(=O)c2cc(Br)cnc2O[C@H]1CN(C)C(=O)Cc1ccccn1 | -20 | 0 | 1 | -2 | 6 | 9 | -11 | -8 | 0
Cc1ccc(S(=O)(=O)N2CCOCC2)cc1NC(=O)COC(=O)c1cc[n+]([O-])cc1 | -10 | 0 | 2 | -4 | -7 | 15 | 3 | -7 | 5
COc1cccc(NC(=O)C(OC(=O)c2cnc(C)cn2)c2ccccc2)c1 (centres undefined) | -18 | 5 | 1 | -1 | -1 | 6 | 7 | -8 | -1
COc1cc(NC(=O)CN2C(=O)c3ccccc3S2(=O)=O)c(OC)cc1Cl | -9 | 0 | 3 | -2 | 2 | 0 | -3 | -1 | 4

Going on with the list:
SMILES | CHRM1 antagonist | CHRM5 agonist | CHRM4 agonist | CHRM1 agonist | M5 PAM | M1 PAM | M5 antag | M4 antag | TAAR1 ag
CSc1ccc(CNC(C)(C)CO)cc1 | 5 | 3 | 11 | -4 | -3 | 2 | 13 | 2 | 6
CCCCn1cc2c(c1-c1cccc(C)c1)c(=O)n(C)c(=O)n2C | -1 | -3 | 0 | -5 | 3 | 11 | 7 | 10 | 4
CN1CCN(c2ccc(CNS(=O)(=O)c3ccc(F)cc3Cl)cc2)CC1 | -3 | -6 | 2 | -5 | 4 | 5 | 1 | 5 | 9
CSc1ccc(S(=O)(=O)NCC(=O)OCC(=O)N2CCCC2=O)cc1[N+](=O)[O-] | -8 | -4 | 2 | -2 | 4 | 12 | 0 | 1 | 2
Cc1cc([N+](=O)[O-])nn1CCCC(=O)N1CCN(c2ccccc2)CC1 | -10 | -2 | 11 | -11 | -2 | 7 | -10 | -7 | 5
Cn1c(NCCO)nc2c1c(=O)n(Cc1cccc(Cl)c1)c(=O)n2C | -11 | 1 | 2 | -3 | -5 | 11 | 9 | -5 | 2
Nc1ccc(-c2cc(N)n(-c3ccccc3)n2)cc1 | -4 | 0 | 0 | -4 | 1 | 8 | 5 | 21 | 21
CC(C)(C)OC(=O)NNC(=S)NCc1ccc(Cl)cc1 | -15 | 1 | 1 | 0 | -1 | 12 | -2 | -2 | -1
COc1cc(C(=O)NCCN2C(=O)S/C(=C\c3cccs3)C2=O)cc(OC)c1OC | 14 | -2 | 18 | -3 | -17 | -4 | 17 | 5 | 12
Cc1cccc(C)c1NC(=O)CN(C)C(=O)c1ccc2c(=O)n3c(nc2c1)CCC3 | 4 | -5 | 1 | -3 | -3 | 6 | -5 | -12 | 7
O=S(=O)(c1ccccc1)c1nc(Nc2ccccc2N2CCOCC2)sc1Cl | 10 | -3 | 4 | -7 | -11 | -7 | 11 | -5 | 2
Nc1ccn([C@@H]2O[C@H](C(=O)NCCc3ccc(F)cc3)[C@@H](O)[C@H]2O)c(=O)n1 | -11 | 1 | 1 | -3 | 5 | -3 | 7 | -1 | 5

Sorted by number of heavy atoms (smallest number first): some entries from above.
SMILES | CHRM1 antagonist | CHRM5 agonist | CHRM4 agonist | CHRM1 agonist | M5 PAM | M1 PAM | M5 antag | M4 antag | TAAR1 ag
CC(C)(C)OC(=O)NNC(=S)NCc1ccc(Cl)cc1 | -15 | 1 | 1 | 0 | -1 | 12 | -2 | -2 | -1
Cn1c(NCCO)nc2c1c(=O)n(Cc1cccc(Cl)c1)c(=O)n2C | -11 | 1 | 2 | -3 | -5 | 11 | 9 | -5 | 2
Nc1ccn([C@@H]2O[C@H](C(=O)NCCc3ccc(F)cc3)[C@@H](O)[C@H]2O)c(=O)n1 | -11 | 1 | 1 | -3 | 5 | -3 | 7 | -1 | 5
CSc1ccc(S(=O)(=O)NCC(=O)OCC(=O)N2CCCC2=O)cc1[N+](=O)[O-] | -8 | -4 | 2 | -2 | 4 | 12 | 0 | 1 | 2

Some of the compounds tested; count on the stated rates, not on these rows.
